VP16 counter – Gal4-VP16 reporter inhibition counter-screen; Drosophila S2 Gal4-VP16 UAS-luciferase, luminescence, 20 h; Potency, µM (series often up to 53.6 µM), for the others: at the highest dose activity, negative = inhibition, usual class: inhibitors; 310,000 tested, 3.5% active;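 further: Gal4-VP16 expression switched on by copper sulfate through the metallothionein promoter; on the % scale 0 is the no-effect control and ±100 the full control effect; nearly all actives have a fitted effect of over 50% in size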
NPC1 prom act – activates the NPC1 promoter; Huh7 NPC1 promoter luciferase reporter, 24 h; Potency, µM (highest dose often 9.22 µM), inactives show top-dose activation, usual class: activators; AID 485313; 320,000 tested, 2.4% active;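 further: % of control where 0% means no effect; nearly all actives have a fitted effect of over 60% in size; reporter is driven by a mutant NPC1 promoter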
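NPC1 promoter–luciferase Huh7 cells; 24 h compound; luminescence.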
BRCA1 expr up – increases BRCA1 expression | MCF7-BRCA1-FFLuc reporter, luminescence, 48 h; response scale: scaled: vehicle 0%, 10 µM genistein 100% | Potency, µM (top dose mostly 46.1 µM), without a hit: top-dose activation, hits mostly activators | 380,000 tested, 1.1% active | AID 624202; further: nearly all actives have a fitted effect of over 80% in size; some results filed as inactive show a strong effect at the top dose
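MCF7 cells carrying a BRCA1-firefly luciferase reporter (2000 cells/well, phenol-red free MEM) were attached for 2 h at 37 °C, then given compounds for 48 h. Luminescence was read 15 min after luciferase reagent; activity normalized to genistein (10 microM) and DMSO.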
MBNL1-CUG inh – inhibitors of human MBNL1 binding to CUG repeat RNA. Q9NR56. TR-FRET MBNL1-His/biotin-(CUG)12 binding, 665/545 ratio. Potency, µM (titrated, usually from 57.5 µM), without a hit: at the highest dose activity change, negative = inhibition, most hits filed as inhibitors. AID 2675. 280,000 tested, 0.036% active; active means well fitted inhibition curve with a large enough effect in the signal ratio, with a control signal flat, not every such curve was filed as active; inconclusive means small, poorly fitted or top-dose-only effect, or effect the other way, or a change in a side signal; inactive means no such curve, though single readings can be large or run the other way; the % refers to the signal ratio; further: on the % scale 0 is the no-effect control and ±100 the full control effect
Target sequence (Q9NR56 whole entry, looked up): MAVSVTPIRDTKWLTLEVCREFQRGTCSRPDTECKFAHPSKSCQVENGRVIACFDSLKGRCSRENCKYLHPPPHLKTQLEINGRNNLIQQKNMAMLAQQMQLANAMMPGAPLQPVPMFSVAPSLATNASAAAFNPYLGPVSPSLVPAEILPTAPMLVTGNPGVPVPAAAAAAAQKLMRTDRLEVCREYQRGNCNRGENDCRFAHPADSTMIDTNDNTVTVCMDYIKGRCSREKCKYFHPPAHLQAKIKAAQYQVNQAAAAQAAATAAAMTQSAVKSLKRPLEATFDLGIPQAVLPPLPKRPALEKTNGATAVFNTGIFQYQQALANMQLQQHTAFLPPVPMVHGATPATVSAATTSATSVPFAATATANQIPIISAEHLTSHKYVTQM
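MBNL1-His + Biotin-(CUG)12, cpd titration 92 nM–58 uM; Tb anti-His Ab 0.055 ng/ul, SA-XL665 5 nM (final); 60 min RT; ratiometric 665/545 nm, Ex 340 nm; normalized to buffer and full-complex controls.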
ELG1 genotox – inducers of genotoxicity in HEK293T ELG1-luciferase cells | HEK293T ELG1-luciferase reporter, luminescence, 16 h | Potency, µM (series often up to 46 µM), without a hit: at the top dose activity change, positive = activation, usual class: activators | 330,000 tested, 1.3% active | AID 504466; further: % of control where 0% means no effect; nearly all actives have a fitted effect of over 60% in size
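Screening used a luciferase reporter fused to human ELG1 in HEK293T cells. Luminescence was read on a CCD plate imager after 16 hr exposure and 30 min ONE-Glo incubation.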
RORgamma inh – ROR gamma (mouse) transcription inhibition. Potency, µM (highest dose often 53.6 µM), inactives show top-dose activity change, negative = inhibition, usual class: inhibitors. P51450. Drosophila S2 Gal4-RORgamma UAS-luciferase reporter, 20 h. 310,000 tested, 5.4% active; further: on the % scale 0 is the no-effect control and ±100 the full control effect; nearly all actives have a fitted effect of over 60% in size
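Drosophila S2 cells stably expressing Gal4-DBD/mouse RORγ fusion under metallothionein promoter plus UAS-luciferase; compound 1 h, then 700 uM CuSO4 induction for 20 h at ambient temperature; inhibition read as reduced luminescence.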
CXXC DNA block – blocks binding of human MLL CXXC domain to DNA; MLL-CXXC / FITC-HOXA9 DNA fluorescence polarization; 290,000 tested, 0.037% active; Potency, µM (titrated, usually from 115 µM), for the others: at the highest dose activity change, negative = inhibition, actives largely listed as inhibitors; Q03164; AID 2662; active means well fitted inhibition curve with a large enough effect in the polarisation, with a control signal flat, not every such curve was filed as active; inconclusive means small, poorly fitted or top-dose-only effect, or effect the other way, or a change in a side signal; inactive means no such curve, though single readings can be large or run the other way; the % refers to the polarisation
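Fluorescence polarization: 7 uM MLL-CXXC (stock) preincubated 5 min with compounds, then 50 nM fluorescein-HOX-A9 DNA (stock) added; 30 min ambient. Buffer 50 mM Tris-HCl pH 7.5, 50 mM NaCl, 1 mM DTT, 0.05% BSA.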
FLuc counter – inhibits or activates purified firefly luciferase, miR-21 counter-screen. purified FLuc, Km substrates, luminescence inhibition. 360,000 tested, 6.9% active. Potency, µM (doses to about 57.5 µM), inactives show at the highest dose activity change, negative = inhibition, usual class: inhibitors. P08659;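 further: plate controls were vehicle for no effect and reference inhibitor for full effect; nearly all actives have a fitted effect of over 55% in size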
Target sequence (P08659 whole entry, looked up): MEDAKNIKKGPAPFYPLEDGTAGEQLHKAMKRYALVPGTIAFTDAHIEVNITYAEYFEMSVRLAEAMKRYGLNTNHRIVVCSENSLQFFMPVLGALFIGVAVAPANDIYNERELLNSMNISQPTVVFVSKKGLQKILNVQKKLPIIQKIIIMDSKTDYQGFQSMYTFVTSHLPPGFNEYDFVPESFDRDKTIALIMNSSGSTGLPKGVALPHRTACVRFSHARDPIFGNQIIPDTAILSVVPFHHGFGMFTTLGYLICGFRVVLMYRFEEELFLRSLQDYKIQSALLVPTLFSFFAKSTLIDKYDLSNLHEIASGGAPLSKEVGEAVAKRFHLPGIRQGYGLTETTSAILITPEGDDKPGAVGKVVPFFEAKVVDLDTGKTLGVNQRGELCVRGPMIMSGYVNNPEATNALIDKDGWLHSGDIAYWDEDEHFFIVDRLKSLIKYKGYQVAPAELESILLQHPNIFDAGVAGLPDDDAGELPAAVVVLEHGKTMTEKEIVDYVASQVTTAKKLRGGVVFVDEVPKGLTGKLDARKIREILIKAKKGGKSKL
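Purified P. pyralis luciferase, 10 nM final, with Km-level 10 uM D-luciferin and 10 uM ATP in 50 mM Tris acetate pH 7.5, 10 mM Mg acetate, 0.01% Tween-20, 0.05% BSA; 6-point qHTS titration about 60 µM downward; luminescence read.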
p53 reactivation – restores transcriptional activity of mutant p53 | 320,000 tested, 0.063% active | Potency, µM (top dose mostly 92.2 µM), without a hit: top-dose activity change, positive = activation, usual class: activators | H1299 p53-A138V BP100-luciferase reporter, luminescence, 24 h | AID 504706; further: % of control where 0% means no effect; nearly all actives have a fitted effect of over 45% in size
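p53-null H1299 cells stably carrying temperature-sensitive p53-A138V and a BP100-luciferase reporter were pinned with compounds (4-point, 1:5 series) and held 24 hrs at 37 deg C. Luminescence was read 10 min after detection reagent.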
uPA generation – cell surface uPA generation inhibition | cell surface uPA generation assay, qHTS | Potency, µM (highest dose often 38.3 µM), inactives show at the highest dose activity change, negative = inhibition, hits mostly inhibitors | 330,000 tested, 0.31% active | AID 540303; active means well fitted inhibition curve with a large enough effect; inconclusive means small, poorly fitted or top-dose-only effect; inactive means no such curve, though single readings can be large or run the other way; tested in mouse RAW 264.7 cells; further: on the % scale 0 is the no-effect control and ±100 the full control effect; nearly all actives have a fitted effect of over 55% in size
Rab9 prom act – Rab9 promoter activation; 320,000 tested, 2.8% active; AID 485297; Potency, µM (highest dose often 9.22 µM), for the others: at the top dose activation, negative = inhibition, usual class: activators; Huh7 Rab9 promoter-luciferase reporter, luminescence, 24 h; further: % of control where 0% means no effect; nearly all actives have a fitted effect of over 60% in size
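Measured in stably transfected Huh7 cells bearing a Rab9 promoter–luciferase construct: 24 h compound treatment at 37 °C, followed by luminescence detection.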
Starred values were filed as active, the others as inactive; ? = inconclusive; / = no result given; [ ] = another dose, or the depositor's remark. Unless noted, the call rests on the fitted dose curve; in most records, active means well fitted curve in the direction sought with a large enough effect; inconclusive means small, poorly fitted or top-dose-only effect, or another doubt; inactive means no such curve, though single readings can be large; an effect the other way counts as inactive or inconclusive. Potency means the concentration at half of the fitted maximal effect. These rows are one share of the data. The share of hits here may be higher or lower than overall.

nr | molecule | VP16 counter | NPC1 prom act | BRCA1 expr up | MBNL1-CUG inh | ELG1 genotox | RORgamma inh | CXXC DNA block | FLuc counter | p53 reactivation | uPA generation | Rab9 prom act
1 | O=C(c1cc(Sc2cccc(Cl)c2)nc2ccccc12)N1CCN(c2ccccn2)CC1 | ? | -1% | -68% | 16% | -17% | 16% | -6% | -13% | -5% | -13% | -2%
2 | CCc1nnc(NS(=O)(=O)c2ccc(NC(=S)NC(=O)c3ccc(Br)cc3)cc2)s1 | -7% | -3% | -15% | / | 0% | 32%[10 µM] | -7% | 1% | -6% | -3% | -6%
3 | CCOC(=O)C1(CCCc2ccccc2)CCN(Cc2cn(CC)nc2C)CC1 | -20% | -1% | -36% | ? | -5% | 22% | 6% | -3% | 3% | -7% | -21%
4 | CCCC(C)c1nc(C(N)=O)c2[nH]c(=O)n(-c3ccc(OC)cc3OC)c2n1 (stereo not given) | -6% | -6% | -40% | -5% | 4% | 3% | 13% | 0% | -18% | -12% | 0%
5 | COCc1cc(C)nc(SCC(=O)Nc2ccc3[nH]c(=O)[nH]c3c2)c1C#N | -21% | -2% | 0% | 17% | ? | -17% | -1% | 3% | 2% | 5% | -1%
6 | Nc1nonc1C(=O)N/N=C/c1ccc(-c2cccc(C(=O)O)c2)o1 | -9% | 0% | / | ? | 1% | -5% | -10% | 17µM* | 11% | / | 19%
7 | COc1ccc(-c2nc3cc([N+](=O)[O-])ccc3o2)cc1OC | 2% | ? | 79% | 69%[activator] | 11% | -12% | 8% | -5% | 8% | 12% | ?
8 | CCOC(=O)c1c(NC(=O)CN2CCCCC2)sc(C)c1C | 4% | 0% | -30% | -4% | -9% | -3% | -19% | 6% | 7% | 14% | -8%
9 | COc1cc(CN=Cc2c(O)n(Cc3ccccc3)c(=S)[nH]c2=O)cc(OC)c1 | -4% | -5% | 3% | -15% | -7% | -28% | -1% | 0% | -1% | 1% | -5%
10 | CCOc1ccc(-n2c(C)nc3cc(C(=O)NCc4ccco4)ccc32)cc1 | -10% | -5% | -7% | 6% | 1% | -4% | 2% | -1% | -1% | -3% | 5%
11 | O=C(O)C1CC(=O)N(CCc2ccc(F)cc2)C1 (stereo not given) | -1% | 0% | 2% | -3% | -2% | -22% | -2% | 0% | ? | -1% | 4%
12 | c1ccc(OCCCCN2CCOCC2)cc1 | 2% | 0% | 1% | 0% | 3% | 3% | 1% | -2% | 3% | / | 12%
13 | O=Cc1c(-c2ccccc2)nc2ccccn12 | 26% | 10% | 14% | -4% | 11% | 5% | -4% | ? | -2% | -5% | 19%
14 | Cc1ccc([N+](=O)[O-])cc1NC1OC(CO)C(O)C1O (stereo not given) | 1% | -1% | -1% | 23% | -2% | -19% | 1% | 4% | 2% | / | -2%
15 | CN(CCCNC(=O)CCc1cn(C)c2ccccc12)C1CCCCC1 | 2% | -1% | -36% | -6% | -3% | 3% | 5% | -3% | -3% | 0% | -3%
16 | CC(C)[C@H](NC(N)=O)C(=O)Nc1ccc(OCc2ccccc2)cc1 | 7% | 3% | 38% | -4% | 0% | 16% | 9% | -11% | 3% | -1% | 19%
17 | CCCC(=O)Nc1nnc(SCC(=O)NC2CC2)s1 | -7% | 0% | 12% | -2% | 3% | -6% | 7% | 0% | -5% | / | 2%
18 | O=C1N[C@@H](Cc2ccccc2)[C@@H](c2ccco2)O1 | 4% | -5% | -17% | 11% | 5% | 6% | -5% | 1% | 0% | -8% | -2%
19 | Cc1cc(C)c(C)c(C(=O)CSc2nnc(C)c(=O)[nH]2)c1C | -9% | 14% | / | -5% | 1% | 6% | -8% | 6% | 0% | / | -1%
20 | CN1CCN(C(=O)C2CCN(S(=O)(=O)c3ccc4c(c3)oc(=O)n4C)CC2)CC1 | 1% | -4% | 4% | -12% | 0% | -6% | 12% | 3% | -6% | 18% | -3%
21 | CCOc1cc(/C=N/NC(=S)Nc2ccccc2C(F)(F)F)ccc1OCC(=O)N1CCOCC1 | 1.4µM* | -2% | -14% | -13% | -6% | 1.4µM* | -5% | -5% | -17% | 5% | -6%
22 | O=C(/C=C/c1ccccc1)Nc1cc(NC(=O)/C=C/c2ccccc2)cc(C(=O)O)c1 | -16% | 11% | 5% | 16% | -4% | 10% | -18% | 13µM* | / | 1% | 16%
23 | COc1ccc(OC)c(CNC(=O)Cc2c(C(=O)O)[nH]c3ccc(Cl)cc23)c1 | -9% | -2% | -4% | -25% | 3% | 7% | 0% | ? | 1% | 2% | 2%
24 | C=CCN(c1ccccc1)S(=O)(=O)c1cccc(C(=O)N2CCN(c3ncccn3)CC2)c1 | / | -9% | -13% | / | -11% | / | / | -2% | -8% | -7% | -6%
25 | O=C(Cc1ccc([N+](=O)[O-])cc1)NNC(=O)c1ccc2c(c1)OCO2 | 5% | 1% | -21% | ? | 10% | 10% | 22% | 6% | 14% | 3% | 3%
26 | O=c1oc2c(-c3ccc([N+](=O)[O-])cc3)cc(O)cc2s1 | 1% | -1% | -22% | / | 0% | 6% | 20% | 4% | -1% | 3% | 2%
27 | COC(=O)COc1ccc(-c2nn(C)c(=O)c3ccccc23)cc1 | -3% | -3% | -34% | 7% | 4% | 0% | 1% | -2% | 3% | -3% | 1%
28 | Cc1ccc2cc(NC(=O)c3cccc(F)c3)ccc2n1 | -6% | 0.63µM* | ? | 2% | 2.6µM* | -30% | 3% | 2.7µM* | ? | ? | 0.56µM*
29 | COc1ccc2ccccc2c1/C=N/NC(=O)c1cccc(Br)c1 | 3% | -2% | -20% | -5% | -7% | -35% | 5% | -4% | -13% | 1% | -2%
30 | COC(=O)C1=C(C)N(c2ccc(Cl)cc2)/C(=C/c2cccs2)C1=O | -1% | -1% | 11% | -1% | -1% | 0% | 7% | -2% | -1% | 0% | -5%
31 | O=C(Nc1nc(-c2ccccc2)cs1)C1CCCCN1S(=O)(=O)c1ccccc1 (stereo not given) | ? | 9% | -59% | 5% | 1% | ? | 22% | -1% | 24% | ? | 1%
32 | Cc1ccccc1C(=O)Nc1ccc2c(C#N)c3nc4ccccc4nc3n2c1 | -5% | -4% | -18% | / | -5% | -2% | -13% | -3% | -2% | -8% | -6%
33 | O=C(N/N=C/c1ccccc1[N+](=O)[O-])C(=O)N1CCCC1 | 30% | 8% | 0% | ? | 11% | 0% | 1% | -14% | 14% | 1% | 27%
34 | Cc1ccc(CCNC(=O)C2CC(c3ccccc3C(F)(F)F)=NO2)cc1 (stereo not given) | -5% | 0% | -1% | 0% | 0% | 1% | -7% | 0% | -2% | -4% | -4%
35 | CC(=O)CC1=NC(C)(C)Cc2ccccc21 | 13% | 1% | -7% | / | -2% | 14% | 1% | 3% | 2% | 1% | -4%
36 | Cc1ccc(-c2cc(C(=O)N3CCN(C(=O)c4ccco4)CC3)no2)cc1 | / | 15% | 19% | -2% | 10% | 2%[0.365 µM] | -2% | ? | 1% | / | -4%
37 | Cc1ccc(-c2nc(SCC(=O)NCC3CCCO3)c(-c3ccccc3)[nH]2)cc1 (stereo not given) | -7% | -5% | -61% | -16% | -5% | 16% | 6% | -5% | 3% | -4% | -5%
38 | CCOC(=O)CN1CCS(=O)(=O)CC1 | -15% | 2% | 13% | -2% | -3% | -2% | 11% | -1% | 13% | 2% | -2%
39 | O=C(COC(=O)c1cccs1)NCCc1ccc(F)cc1 | / | -10% | -23% | / | -1% | / | / | -5% | 5% | 1% | -1%

One compound at a time (already shown).
`CCOC(=O)C1(CCCc2ccccc2)CCN(Cc2cn(CC)nc2C)CC1` as listed: VP16 counter: -20%; NPC1 prom act: -1%; BRCA1 expr up: -36%; MBNL1-CUG inh: ?; ELG1 genotox: -5%; RORgamma inh: 22%; CXXC DNA block: 6%; FLuc counter: -3%; p53 reactivation: 3%; uPA generation: -7%; Rab9 prom act: -21%
`COc1ccc(-c2nc3cc([N+](=O)[O-])ccc3o2)cc1OC` as listed: VP16 counter: 2%; NPC1 prom act: ?; BRCA1 expr up: 79%; MBNL1-CUG inh: 69%[activator]; ELG1 genotox: 11%; RORgamma inh: -12%; CXXC DNA block: 8%; FLuc counter: -5%; p53 reactivation: 8%; uPA generation: 12%; Rab9 prom act: ?
`CCCC(=O)Nc1nnc(SCC(=O)NC2CC2)s1` as listed: VP16 counter: -7%; NPC1 prom act: 0%; BRCA1 expr up: 12%; MBNL1-CUG inh: -2%; ELG1 genotox: 3%; RORgamma inh: -6%; CXXC DNA block: 7%; FLuc counter: 0%; p53 reactivation: -5%; uPA generation: /; Rab9 prom act: 2%

Screening results from PubChem.
